Mtb BioA inh – inhibitors of Mycobacterium tuberculosis BioA enzyme. inhibition, % at 9.99 µM. hit rate 0.096% among 360,000. AID 602481. purified M. tuberculosis BioA enzyme, plate reader; in the data active means inhibition above about 40%
MazEF act – MazEF (E. coli) toxin RNase activation; FAM/BHQ RNA-DNA oligo cleavage fluorescence, 5 h; P0AE70; activation, % at 20 µM; hit rate 0.32% among 350,000; in the data active means activation above about 50%
Target sequence (P0AE70 whole entry, looked up): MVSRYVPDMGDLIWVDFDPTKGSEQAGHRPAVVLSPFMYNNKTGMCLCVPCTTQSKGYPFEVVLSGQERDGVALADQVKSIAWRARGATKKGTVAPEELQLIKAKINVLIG
Mtb FBA inh – inhibits M. tuberculosis FBA enzyme; hit rate 2.3% among 360,000; P9WQA3; purified M. tuberculosis FBA, fluorescence read-out; inhibition, % at 1 µM; in the data active means inhibition above about 27%;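 further: 0% = vehicle and 100% = reference inhibitor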
Target sequence (P9WQA3 whole entry, looked up): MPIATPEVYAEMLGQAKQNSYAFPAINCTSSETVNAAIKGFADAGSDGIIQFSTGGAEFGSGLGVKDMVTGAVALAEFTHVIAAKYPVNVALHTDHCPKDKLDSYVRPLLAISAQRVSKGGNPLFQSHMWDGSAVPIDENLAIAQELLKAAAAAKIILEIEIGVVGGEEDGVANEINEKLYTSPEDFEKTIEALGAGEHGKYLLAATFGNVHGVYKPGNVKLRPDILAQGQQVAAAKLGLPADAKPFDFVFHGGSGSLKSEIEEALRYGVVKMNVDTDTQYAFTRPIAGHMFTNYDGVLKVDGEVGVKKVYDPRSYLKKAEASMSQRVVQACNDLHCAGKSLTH
SSB-PriA inh – K. pneumoniae PriA-SSBct interaction inhibition. inhibition, % at 33 µM. hit rate 0.6% among 430,000. AID 1272365. AlphaScreen SSBct-PriA binding, biotinylated peptide; in the data active means inhibition mostly above about 37%, no sharp cut-off; inactive means mostly below about 20%;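 further: plate controls were negative control peptide for no effect and reference peptide for full effect; strong numbers were not always called active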
SARS 3CLpro inh – SARS-CoV 3CLpro protease inhibition. recombinant SARS-CoV 3CLpro, quenched FRET peptide cleavage. inhibition, % at 6 µM. hit rate 0.14% among 290,000. AID 1706; in the data active means inhibition above about 12%
Rv3671c inh – inhibitors of M. tuberculosis serine protease Rv3671c | inhibition, % at 5.96 µM | P9WHR9 | AID 2606 | hit rate 0.048% among 320,000; in the data active means inhibition above about 38%;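 further: extracellular domain of Rv3671c used as enzyme; 0% = enzyme with DMSO and 100% = no enzyme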
Target sequence (P9WHR9 whole entry, looked up, the tested form may be a part): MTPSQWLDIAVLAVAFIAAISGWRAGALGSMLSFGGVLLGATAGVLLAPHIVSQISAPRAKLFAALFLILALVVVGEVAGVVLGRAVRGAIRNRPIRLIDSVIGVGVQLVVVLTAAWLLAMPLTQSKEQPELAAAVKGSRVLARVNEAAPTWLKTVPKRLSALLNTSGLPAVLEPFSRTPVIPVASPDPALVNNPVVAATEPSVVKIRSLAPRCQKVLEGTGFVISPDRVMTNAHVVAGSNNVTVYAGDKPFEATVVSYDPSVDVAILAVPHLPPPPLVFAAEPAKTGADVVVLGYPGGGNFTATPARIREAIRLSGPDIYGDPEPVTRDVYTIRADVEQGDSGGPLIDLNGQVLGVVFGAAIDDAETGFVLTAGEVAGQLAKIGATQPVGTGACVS
GDH-TPI counter – GDH-TPI coupled enzyme inhibition counter-screen; GDH-TPI coupled enzyme counterscreen, NADH absorbance; hit rate 1.2% among 360,000; inhibition, % at 4.8 µM; AID 588335; in the data active means inhibition above about 30%;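 further: 0% = DMSO wells and 100% = wells lacking the enzyme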
BH1578 lux ind – quorum light induction in luxS cqsA deficient V. cholerae | V. cholerae BH1578 lux reporter, luminescence, 6 h | activation, % at 18.7 µM | hit rate 0.16% among 350,000; in the data active means activation mostly above about 9.7%, no sharp cut-off; further: not every result past the cut was called active; inactives centre near 0; reference of the scale not given here
UGM FP inh – inhibitors of M. tuberculosis UDP-galactopyranose mutase; P9WIQ1; purified UGM, fluorescence polarization probe displacement; inhibition, % at 10 µM; hit rate 0.06% among 320,000; in the data active means inhibition above about 10%, passing the limit was not always enough
VHR inh abs – inhibitors of human VHR1 phosphatase (DUSP3) | P51452 | recombinant VHR phosphatase, pNPP absorbance | inhibition, % at 13.3 µM | hit rate 0.52% among 290,000 | AID 1654; in the data active means inhibition above about 50%; further: some compounds called inactive have numbers as strong as hits
Target sequence (P51452 whole entry, looked up): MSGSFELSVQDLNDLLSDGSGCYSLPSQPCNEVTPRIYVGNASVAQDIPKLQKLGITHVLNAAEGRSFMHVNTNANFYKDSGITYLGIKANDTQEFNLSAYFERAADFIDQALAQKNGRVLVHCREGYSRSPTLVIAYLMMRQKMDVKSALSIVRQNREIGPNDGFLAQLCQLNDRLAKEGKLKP
Starred values were filed as active, the others as inactive; i = inactive; . = no result given. Not all compounds are listed, so the mix of outcomes need not match the whole.

entry | mol | Mtb BioA inh | MazEF act | Mtb FBA inh | SSB-PriA inh | SARS 3CLpro inh
1 | Cc1ccc(C)c(OCC(=O)NCC(C)(C)N2CCOCC2)c1 | 0.0 | 3 | 4 | -6 | .
2 | CN(Cc1cccc(C(F)(F)F)c1)C(=O)C1CCC(=O)N(CC2CCCCC2)C1 (centres undefined) | -0.9 | -24 | 6 | -7 | -2
3 | Cc1c(C(=O)NC(=S)Nc2ccc(NC(=O)c3cccs3)cc2)oc2ccccc12 | -0.7 | -13 | 0 | -5 | .
4 | O=C(Cn1cnc2c(nnn2Cc2ccc(Cl)cc2)c1=O)N1CCCc2ccccc21 | -0.3 | 5 | 1 | -6 | 1
5 | CCOC(=O)c1cc(OC(=O)c2ccccc2OC)n(-c2ccccc2)n1 | -1.0 | -19 | -1 | 6 | 1
6 | O=C(CN1CCN(c2ccccc2O)CC1)NC(=O)NC1CCCC1 | -1.9 | 0 | -1 | 1 | 2
7 | C(=N\N(c1ccccc1)c1ccccc1)/c1ccccn1 | -1.2 | -11 | 2 | . | 1
8 | O=C(Oc1ccc2ccc(=O)oc2c1)N1CCOCC1 | 0.4 | -13 | 12 | -19 | 5
9 | COc1ccc(S(=O)(=O)N2CCCCC2)cc1 | -0.6 | -2 | 2 | -20 | 2
10 | CCN(CC)CCCNC(=O)c1ccc(CS(=O)(=O)c2ccccc2OC)o1 | -0.8 | -6 | 4 | -10 | -1
11 | CC1Cc2ccccc2N1S(=O)(=O)c1cccc(C(=O)NCc2ccco2)c1 (centres undefined) | 0.8 | 4 | 1 | 0 | .
12 | Cc1cccc(C(=O)NNC(=O)c2ccc(F)cc2)c1 | . | 3 | 1 | -1 | 1
13 | Cc1cc(C)nc(SCC(=O)c2ccc(O)cc2O)n1 | -0.2 | 7 | -2 | 1 | -2
14 | Cc1ccc(-c2cc(-c3ccccc3)c(C#N)c(N)n2)o1 | 0.9 | 11 | 28* | 4 | 2
15 | O=C(NCc1cccs1)c1cccn2c(=O)c3sccc3nc12 | . | 3 | 6 | 0 | 7

entry | Rv3671c inh | GDH-TPI counter | BH1578 lux ind | UGM FP inh | VHR inh abs
1 | -1 | 2 | -0.2 | 2.5 | .
2 | -7 | 13 | -5.6 | 0.2 | 14
3 | -8 | 5 | -0.7 | 5.4 | .
4 | -6 | 4 | -0.9 | 0.3 | -16
5 | 3 | 0 | -0.7 | -1.3 | -18
6 | 7 | 1 | i | -1.0 | 2
7 | 1 | 17 | -0.3 | 2.0 | 17
8 | -13 | 10 | 5.3 | 5.5 | -4
9 | -1 | 6 | i | -1.9 | 27
10 | 6 | 12 | -0.4 | 2.8 | 70
11 | -1 | 10 | i | 1.4 | .
12 | -14 | -6 | -2.3 | -5.2 | -5
13 | 0 | 50* | . | 7.1 | 25
14 | -2 | 9 | -3.1 | 0.0 | 3
15 | -3 | 31* | -0.4 | -0.2 | -12

Going on with the list.
entry | mol | Mtb BioA inh | MazEF act | Mtb FBA inh | SSB-PriA inh | SARS 3CLpro inh
16 | COc1ccc(NC(=O)CC2(CC(=O)N3CCOCC3)CCCC2)cc1Cl | -1.3 | -5 | 0 | -7 | .
17 | COc1cc(C(=O)NCCCOC(C)C)ccc1OC1CCN(C(C)=O)CC1 | -0.7 | 4 | -4 | -8 | -6
18 | CCCCCc1cc(=O)oc2c(C(CCN3CCCC3)c3ccc(N(C)C)cc3)c(OC)cc(OC)c12 (centres undefined) | 8.8 | -14 | 4 | 50* | .
19 | CCOC(=O)C1(CCCc2ccccc2)CCN(Cc2cnn(C)c2)CC1 | . | -10 | -1 | 7 | 3
20 | COc1ccc(NS(=O)(=O)c2cc(OC)ccc2OC)cc1 | 1.4 | 4 | 1 | -1 | .
21 | Cc1cccc(-n2c(C)nc3ccc(Cl)cc3c2=O)c1 | 4.7 | 2 | 1 | -3 | -1
22 | CCC(C)N1C(=O)N(C)C2NC(=O)NC21 (centres undefined) | . | -10 | 1 | -5 | 1
23 | CCCCn1c(SCC(=O)c2ccc(OC)c(OC)c2)nc2cc(S(N)(=O)=O)ccc21 | . | 4 | -5 | -5 | 0
24 | CN(C)CCSc1nnc2sc3ccccc3n12 | 0.4 | -3 | -1 | -8 | 2
25 | CCN(CC)c1ccc(N=Nc2nn(C)c(C)c2[N+](=O)[O-])cc1 | -0.4 | 3 | -20 | 7 | 0
26 | Cc1ccc(C)[n+](CC(=O)c2ccc(-c3ccccc3)cc2)c1 | . | 8 | 9 | -10 | 1
27 | COc1cccc(-c2noc(C3CCCN(S(=O)(=O)c4cccc(Cl)c4C)C3)n2)c1 (centres undefined) | 0.6 | -11 | -5 | -19 | 2
28 | COc1ccccc1Nc1nc(Cl)nc(NC(C)(C)C)n1 | . | 6 | 2 | -11 | 2
29 | NC(=O)c1oc2ccccc2c1NC(=O)c1ccc(F)cc1 | 1.4 | 5 | 0 | -4 | 0
30 | CCOC(=O)C1(Cc2cccc(OC)c2)CCN(C(C)COC)CC1 (centres undefined) | . | -2 | -5 | 3 | -2

entry | Rv3671c inh | GDH-TPI counter | BH1578 lux ind | UGM FP inh | VHR inh abs
16 | -14 | -2 | i | 1.2 | .
17 | . | -14 | -1.5 | 0.3 | -2
18 | 7 | 6 | i | 0.6 | -12
19 | -3 | -3 | -0.4 | 0.8 | 18
20 | 1 | -1 | -0.2 | 5.2 | .
21 | 6 | 4 | -0.4 | 1.4 | 46
22 | -3 | -7 | -0.5 | -1.3 | 36
23 | 0 | -7 | -7.1 | -2.6 | 33
24 | 0 | 0 | . | -2.1 | 5
25 | -14 | 26 | 4.9 | -2.8 | 3
26 | 1 | 2 | -0.5 | -1.4 | 4
27 | -2 | -4 | 1.9 | -1.8 | 30
28 | 7 | 6 | i | 1.0 | 14
29 | -2 | -8 | -0.2 | -6.2 | -2
30 | -3 | -4 | -0.9 | 0.8 | 9

More results:
entry | mol | Mtb BioA inh | MazEF act | Mtb FBA inh | SSB-PriA inh | SARS 3CLpro inh
31 | COc1ccc(NC(=O)Cn2ccc(C(F)(F)F)n2)cc1S(=O)(=O)N1CCOCC1 | 0.5 | 4 | -3 | -3 | .
32 | O=C(NCc1n[nH]c(=S)n1-c1cccc(Cl)c1)c1ccc(S(=O)(=O)N2CCCC2)cc1 | -0.2 | 4 | 1 | -8 | -1
33 | CCn1c(O)c(C=NCc2cccs2)c(=O)n(CC)c1=S | -1.0 | -2 | -4 | -1 | 4
34 | CCc1ccc(C(=O)CSC2=C(C#N)C(c3ccco3)C(C(C)=O)=C(C)N2)cc1 (centres undefined) | . | . | . | . | 2
35 | COCC(=O)N1CCc2ccc(NC(=O)c3ccc(C(F)(F)F)cc3)cc2C1 | -1.7 | -2 | 7 | -12 | -7
36 | CC1(C)O[C@@H]2[C@@H](CO[C@@]3(COS(N)(=O)=O)OC(C)(C)O[C@@H]23)O1 | . | . | . | . | -2
37 | CCOC(=O)C1(CC2CC2)CCN(Cc2ccc3cccc(F)c3n2)CC1 | . | -2 | -3 | 2 | 0
38 | COc1ccc(C(=O)Nc2sc(C)c(-c3ccccc3)c2C#N)cc1OC | 1.3 | 0 | 3 | 3 | 3
39 | CCOC(=O)Cc1nn(Cc2nc(-c3ccc(C#N)cc3)cs2)c(=O)c2ccccc12 | . | -2 | 4 | -7 | 1
40 | COc1ccc(NS(=O)(=O)c2cccc(NC(=O)NC3CCCCC3)c2)cc1 | 3.4 | -2 | 1 | 8 | -1
41 | C#CCOCCOCCOCCNc1nc(N2CCN(C(=O)[C@H]([C@@H](C)O)n3cc(CCCCN)nn3)CC2)nc(N2CCN(C(=O)[C@H](C)n3cc(CCC(=O)O)nn3)CC2)n1 | -0.1 | -1 | 3 | -42 | .
42 | CCOC(=O)CN1C(=O)N[C@@H](c2ccco2)C(C(=O)OC)=C1C | -1.2 | 2 | 1 | -11 | .
43 | Cc1ccc(C(=O)Nc2ccc(S(=O)(=O)N3CCOCC3)cc2)cc1 | -1.0 | -8 | 8 | -3 | 2
44 | O=C(Nc1nnc(C2CC2)s1)c1ccc(Cl)nc1 | 1.5 | -1 | 1 | 3 | .
45 | COCC(=O)N(c1ccc(C(C)C)cc1)C1C=CS(=O)(=O)C1 (centres undefined) | -0.5 | 1 | 0 | 3 | 1

entry | Rv3671c inh | GDH-TPI counter | BH1578 lux ind | UGM FP inh | VHR inh abs
31 | 0 | 3 | 0.4 | -0.5 | .
32 | 7 | 3 | i | -1.2 | -8
33 | 6 | 28 | -2.0 | -2.2 | -1
34 | -6 | . | . | 1.0 | 34
35 | -1 | 10 | i | 0.1 | .
36 | -3 | . | . | 4.7 | 16
37 | 6 | -2 | -0.2 | 3.3 | 18
38 | -15 | 17 | i | 5.2 | -21
39 | -19 | 12 | -0.3 | 7.3 | 20
40 | -40 | 3 | 1.5 | -2.0 | 0
41 | . | 8 | i | . | .
42 | 1 | 2 | i | 0.4 | .
43 | 0 | 4 | -0.3 | 1.6 | 18
44 | -2 | 13 | -2.6 | 0.1 | .
45 | -4 | -3 | i | 1.2 | -1

(list continues)
entry | mol | Mtb BioA inh | MazEF act | Mtb FBA inh | SSB-PriA inh | SARS 3CLpro inh
46 | CCOC(=O)C1C(=O)CC(C)(O)C(C(=O)OCC)C1c1cc(Br)ccc1OC (centres undefined) | 1.5 | 4 | 0 | -5 | 2
47 | O=c1[nH]cc(COCc2ccccc2)c(=O)[nH]1 | . | -2 | 0 | -7 | -2
48 | O=C(Nc1nc(-c2ccc(S(=O)(=O)N3CCCC3)cc2)cs1)c1ccco1 | -3.0 | 9 | -3 | -4 | 2
49 | CC(C)Oc1ccc(/C=C(/NC(=O)c2ccccc2)C(=O)NCCC(=O)O)cc1 | . | 4 | -3 | -12 | 0
50 | CC(C)(C)S(=O)(=O)c1nc2ccccc2s1 | -1.3 | -5 | 0 | -14 | 3
51 | Cc1ccc(-c2cnc(SCC(=O)N3CCCc4ccccc43)n2C)cc1 | 3.6 | 3 | 0 | 37 | -4
52 | O=C(COC(=O)c1cccc(S(=O)(=O)N2CCc3ccccc32)c1)Nc1ncc(C(F)(F)F)cc1Cl | . | -3 | -2 | 2 | 6
53 | COc1ccc(CNc2c(CO)cnc3c2cnn3C)cc1 | . | 11 | 2 | -13 | -1
54 | N#CCSC1=Nc2ccccc2C2=NC(CCC(=O)N3CCN(c4ccccc4)CC3)C(=O)N12 (centres undefined) | 0.2 | 1 | -6 | -2 | 3
55 | COc1ccc([C@@H]2C=C(C(=O)O)O[C@H](OCCCCO)C2)cc1 | -1.3 | -1 | 4 | 3 | .
56 | O=C(Nc1nccs1)c1c(O)c2c([nH]c1=O)CCCC2 | . | 3 | 8 | -3 | 4

entry | Rv3671c inh | GDH-TPI counter | BH1578 lux ind | UGM FP inh | VHR inh abs
46 | -9 | 3 | -0.2 | 2.1 | 6
47 | 9 | -3 | 0.0 | 0.8 | 15
48 | -17 | 13 | . | -4.7 | -2
49 | -3 | 5 | i | 4.2 | 8
50 | -2 | 6 | i | 0.4 | 15
51 | -1 | 4 | -1.7 | -1.7 | 20
52 | 0 | 5 | i | 0.6 | 4
53 | -5 | 4 | -0.4 | 3.4 | 13
54 | -7 | 16 | 3.9 | -0.7 | 0
55 | 3 | 12 | i | -0.5 | -1
56 | 4 | -8 | 0.4 | -0.4 | 33

In another format: entries from further up.
entry	SMILES	Mtb BioA inh	MazEF act	Mtb FBA inh	SSB-PriA inh	SARS 3CLpro inh	Rv3671c inh	GDH-TPI counter	BH1578 lux ind	UGM FP inh	VHR inh abs
40	COc1ccc(NS(=O)(=O)c2cccc(NC(=O)NC3CCCCC3)c2)cc1	3.4	-2	1	8	-1	-40	3	1.5	-2.0	0
41	C#CCOCCOCCOCCNc1nc(N2CCN(C(=O)[C@H]([C@@H](C)O)n3cc(CCCCN)nn3)CC2)nc(N2CCN(C(=O)[C@H](C)n3cc(CCC(=O)O)nn3)CC2)n1	-0.1	-1	3	-42	.	.	8	i	.	.
42	CCOC(=O)CN1C(=O)N[C@@H](c2ccco2)C(C(=O)OC)=C1C	-1.2	2	1	-11	.	1	2	i	0.4	.
43	Cc1ccc(C(=O)Nc2ccc(S(=O)(=O)N3CCOCC3)cc2)cc1	-1.0	-8	8	-3	2	0	4	-0.3	1.6	18

Screening data deposited in PubChem by several laboratories.
